Compound activity (PubChem)
aSyn UTR inh: MLPCN primary screen, SNCA 5' untranslated region; alpha-synuclein 5'UTR reporter, inhibitor activity; 300,000 tested, 0.82% active; inhibition, % (tested at 7.5 µM); in the data active = inhibition above about 60%;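 note: H4 neuroglioblastoma cells stably carrying SNCA 5'UTR luciferase fusion; 0% = DMSO wells and 100% = positive control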
MrgX1 antagonist: blocks BAM8-22 activation of human MrgX1 receptor; B-score at 10 µM; Q96LB2; MRGX1-HEK293 calcium flux, Fluo-4, BAM8-22 antagonism; stronger effect = lower value; 310,000 tested, 1.3% active;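 active = calcium-response B-score plate-corrected more than 3 library SD below zero, starting fluorescence within 5 deviations, no agonist response on first addition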;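 note: peak minus trough fluorescence over baseline after final BAM8-22 challenge near maximal dose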
TRPC4 PAM: allosteric potentiators of mouse TRPC4 channel; Q9QUQ5; HEK293 TRPC4beta/mu-opioid, DAMGO EC20, Fluo-4 Ca2+ flux; stronger effect = higher value; AID 2227; B-score at 10 µM; 310,000 tested, 0.42% active;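 active = B-score of calcium response area above 5 SD of library B-scores, with initial fluorescence ratio within 5 SD of library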;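 note: B-score of integrated fluorescence ratio over time as area under calcium response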
Target sequence (Q9QUQ5 whole entry, looked up): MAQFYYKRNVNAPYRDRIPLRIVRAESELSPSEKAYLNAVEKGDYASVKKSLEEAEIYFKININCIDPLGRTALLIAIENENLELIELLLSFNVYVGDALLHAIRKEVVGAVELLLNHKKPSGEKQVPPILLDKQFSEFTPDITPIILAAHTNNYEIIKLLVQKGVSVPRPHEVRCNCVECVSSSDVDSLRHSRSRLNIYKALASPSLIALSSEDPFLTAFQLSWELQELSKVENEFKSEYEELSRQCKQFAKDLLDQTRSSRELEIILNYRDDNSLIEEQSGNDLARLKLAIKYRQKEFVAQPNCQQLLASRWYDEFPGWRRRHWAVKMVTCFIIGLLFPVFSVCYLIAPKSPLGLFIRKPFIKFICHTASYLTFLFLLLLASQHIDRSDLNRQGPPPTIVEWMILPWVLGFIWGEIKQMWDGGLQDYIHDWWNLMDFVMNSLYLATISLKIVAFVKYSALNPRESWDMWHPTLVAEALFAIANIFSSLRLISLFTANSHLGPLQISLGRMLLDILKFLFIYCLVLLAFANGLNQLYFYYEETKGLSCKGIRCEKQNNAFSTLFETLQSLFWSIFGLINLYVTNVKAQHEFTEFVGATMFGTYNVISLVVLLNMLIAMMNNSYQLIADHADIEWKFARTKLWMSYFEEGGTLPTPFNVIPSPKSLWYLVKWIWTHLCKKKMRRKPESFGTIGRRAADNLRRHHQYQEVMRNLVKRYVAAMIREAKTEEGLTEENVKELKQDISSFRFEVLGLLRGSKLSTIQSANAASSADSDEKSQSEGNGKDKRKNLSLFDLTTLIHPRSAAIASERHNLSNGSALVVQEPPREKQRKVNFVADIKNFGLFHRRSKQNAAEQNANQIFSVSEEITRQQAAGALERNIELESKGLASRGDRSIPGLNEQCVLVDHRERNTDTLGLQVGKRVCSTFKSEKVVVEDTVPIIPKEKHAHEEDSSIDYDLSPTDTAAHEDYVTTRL
TRPC4 act: activators of mouse TRPC4 channel; Q9QUQ5; HEK293 TRPC4beta/mu-opioid, Fluo4 calcium fluorescence; stronger effect = higher value; B-score at 10 µM; 310,000 tested, 0.49% active;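 active = B-score above 5 SD of library B-scores, and initial fluorescence ratio not above library mean plus 5 SD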;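 note: positive B-score marks a calcium rise read as TRPC4 activation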
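Assay system: HEK293 stable line with TRPC4beta plus mu-opioid receptor. Times: dye 45 min RT, read 110 s. Measured by: kinetic Fluo4 calcium fluorescence. Measure: B score of integrated ratio. Controls: assay buffer as low control, maximal DAMGO as high control.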
KLF5 inhibitor: suppresses KLF5 promoter-driven expression | DLD-1 KLF5 promoter-luciferase reporter, luminescence | inhibition, % at 5 µM | 290,000 tested, 0.23% active;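 active = inhibition above a per-plate limit of that plate's mean compound inhibition plus 3 SD, cut at about 60% in these data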;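 note: 0% = DMSO wells and 100% = LY294002 at 200 µM; higher means less KLF5 promoter-driven luciferase light; inactives centre near -14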
TRPC4 block: inhibitors of mouse TRPC4 channel; AID 2247; HEK293 TRPC4beta/mu-opioid, DAMGO-evoked Fluo4 calcium flux; stronger effect = lower value; B-score at 10 µM; Q9QUQ5; 300,000 tested, 0.39% active;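 active = B-score over 3 SD under the library average, no early fluorescence shift, positive overall ratio signal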
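Assay system: Stable TRPC4beta/mu-opioid receptor HEK293 cells | Reagent: DAMGO in two steps, submaximal then maximal | Compound dosing: Single concentration per test compound | Signal: Fluo4 Ca2+ flux fluorescence | Evaluation: Per-well B score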
TRPC6 inhibitor: blocks the mouse TRPC6 cation channel | Q61143 | HEK293-TRPC6, membrane potential dye, ACh-evoked depolarization; stronger effect = lower value | B-score at 10 µM | 310,000 tested, 1.1% active;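 active = B-score under library mean minus 3 SD, initial fluorescence not abnormally high, positive integrated signal ratio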;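 note: B-score derived from integrated fluorescence ratio over the kinetic read; more negative B-score means stronger inhibition of depolarization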
TRPC6 act: activators of mouse TRPC6 channel; 310,000 tested, 0.13% active; AID 2550; B-score at 10 µM; Q61143; HEK293-TRPC6 membrane potential dye fluorescence; stronger effect = higher value;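 active = B-score of the integrated fluorescence ratio above library mean plus 3 SD, and starting fluorescence ratio within library mean plus 5 SD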;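 note: higher score means more depolarization so channel activation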
IEC-6 cytotox: kills IEC-6 intestinal cells in KLF5 counter-screen; IEC-6 cytotoxicity, luminescence viability; inhibition, % at 5 µM; 290,000 tested, 0.78% active; in the data active = inhibition above about 22%;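 note: 0% = plate median of test compound wells and 100% = cytotoxic reference compound wells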
SKKanGAS inh: inhibitors of SKKanGAS S. pyogenes growth in kanamycin (SK-promoter or general growth effect). 300,000 tested, 1.3% active. BacTiter-Glo, 6 h. inhibition, % at 7.5 µM;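 active = mean replicate score, as percent of positive control median, at least 50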;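 note: strain carries kanamycin resistance gene driven by streptokinase promoter and grows in 40 µg/ml kanamycin; loss of luminescence reflects streptokinase promoter inhibition or plain growth inhibition; 0% = median of DMSO wells and 100% = positive control at its reference dose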
HIF act: HIF pathway transcriptional activation. U2OS HRE-luciferase reporter, luminescence; normalized: DMSO 0%, desferrioxamine 100%. activation, % at 7.5 µM (by protocol). 300,000 tested, 0.32% active. AID 1910;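 active = mean activation of at least 10% of the iron chelator positive control signal, with at least half of replicates also reaching 10%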
* hit, by the source's call; i = inactive; x = no result given.

cpd	molecule	IEC-6 cytotox	TRPC6 inhibitor	aSyn UTR inh	HIF act	TRPC4 PAM	KLF5 inhibitor	TRPC4 block	SKKanGAS inh	MrgX1 antagonist	TRPC6 act	TRPC4 act
1	Cc1cc(Cl)c(S(=O)(=O)NCc2ccccc2)cc1OCC(N)=O	-4	i	-2	0.4	i	-15	i	7	i	i	i
2	CCN(CC)S(=O)(=O)c1ccc(-c2nnc(SC)o2)cc1	-5	i	-22	0.2	i	-23	i	0	i	i	i
3	CN1CCN(C(=O)c2cc(COc3ccccc3)on2)[C@@H](c2ccccc2)C1	4	i	-166	3.9	i	-109	i	4	i	i	i
4	COc1cc(CNc2ccc3[nH]c(=O)[nH]c3c2)cc(Br)c1OCC(=O)NC(C)(C)C	-2	i	-10	-0.3	i	-17	i	3	i	i	i
5	Fc1ccc(C2CCCCN2Cc2nc(CC3CC3)no2)cc1 (stereo not drawn)	2	i	-8	-0.1	i	-11	i	4	i	i	i
6	C=CCn1c(O)c(N=NC(=O)c2cccnc2)c2cc(Br)ccc21	-1	i	10	0.1	i	-4	i	8	i	i	i
7	O=CN(/C=C1\Sc2ccccc2C1=O)Cc1ccccc1	1	i	-48	1.1	i	-14	i	1	i	i	i
8	COc1ccc(-n2c(C)c(C(C)=O)c(C(C)=O)c2C)cc1OC	-1	i	12	-0.4	i	-51	i	-1	i	i	i
9	CCOC(=O)C(NC(=O)c1ccccc1)=C1CCCCC1	4	i	13	0.0	i	-2	i	-1	i	i	i
10	O=C1CC(N2CCN(Cc3ccc4c(c3)OCO4)CC2)C(=O)N1Cc1ccc(N2CCCC2=O)cc1 (stereo not drawn)	-4	i	31	-1.8	i	-24	i	-5	i	i	i
11	O=C(c1cc2nc(-c3cccs3)cc(C(F)(F)F)n2n1)N1CCCc2ccccc21	8	i	-23	-0.2	i	-9	i	7	i	i	i
12	COc1ccc2[nH]cc(C(=O)C(=O)N3CCCCC3)c2c1	5	i	10	0.1	i	-2	i	-3	i	i	i
13	COc1cc(-c2nnc(SCC(=O)O)n2-c2ccccc2)cc(OC)c1OC	-2	i	11	-1.1	i	-35	i	-4	i	i	i
14	O=C(O)CCN1C(=O)/C(=C\c2ccncc2)SC1=S	-1	i	-57	-1.0	i	-1	i	-2	i	i	i
15	CCOc1nc(C)nc(NC(=O)NS(=O)(=O)c2ccccc2Cl)n1	-5	i	19	-0.2	i	-11	i	3	i	i	i
16	Cn1c(SCC(=O)O)nnc1C1CCCCC1	-3	i	15	0.3	i	14	i	9	i	i	i
17	O=C(CCNC(=O)C1CCN(S(=O)(=O)c2ccccc2)CC1)Nc1ccccc1	2	i	29	0.3	i	-12	i	-2	i	i	i
18	COc1ccc(/C=C/C(=O)c2ccncc2)c2ccccc12	-1	i	-28	-1.2	i	0	i	2	i	i	i
19	CCCc1cc(=O)oc2c3c(cc(OCC(=O)N4CCC[C@H]4C(=O)O)c12)OC(C)(C)CC3	-1	i	7	0.2	i	-1	i	-2	i	i	i
20	O=C(COC(=O)c1ccc([N+](=O)[O-])s1)NCc1ccccc1	4	i	22	-0.6	i	-12	i	3	i	i	i
21	COc1ccc(C(=O)CN2C(=O)NC3(CCc4ccccc43)C2=O)cc1 (stereo not drawn)	-7	i	-2	0.2	i	-12	i	1	i	i	i
22	CC(C)c1nc(CNC(=O)c2cc(COc3c(F)cccc3F)on2)cs1	-3	i	-13	0.0	i	-47	i	-12	i	i	i
23	CCN1C(=O)/C(=C/N(C(C)=O)c2ccccc2)N(c2ccccc2)C1=S	0	i	-8	2.1	i	2	i	4	i	i	i
24	O=C(/C=C/c1ccc(Cl)c(Cl)c1)n1cccn1	10	i	-57	-1.5	i	-17	i	-5	i	i	i
25	C#CCNC(=O)C1=C[C@@H](c2ccc(Br)cc2)C[C@@H](OCc2ccc(CO)cc2)O1	-3	i	-60	0.8	i	-24	i	15	i	i	i
26	COc1cc(OC)c(NC(=O)CCNC(=O)Cn2cnc3ccccc3c2=O)cc1Cl	-2	i	16	-0.7	i	-9	i	-3	i	i	i
27	COc1ccc(NC(=O)C(=O)Nc2cccc3cccnc23)cc1OC	0	i	-114	2.2	i	-52	i	-5	i	i	i
28	CCc1c(C2(O)CCCCC2)[nH]c2ccc(C(=O)OC)cc12	x	i	-41	0.5	i	x	x	3	i	i	i
29	CC(C)N(CCC#N)C(=O)Nc1ccc2c(c1)CCO2	-3	i	9	1.0	i	-27	i	-7	i	i	i
30	Cc1nn(Cc2ccccc2Cl)c(C)c1NC(=O)c1cc(-c2ccc(F)cc2)on1	-3	i	2	0.1	i	-11	i	-4	i	i	i

Next part (three carried over from the part before).
cpd	molecule	IEC-6 cytotox	TRPC6 inhibitor	aSyn UTR inh	HIF act	TRPC4 PAM	KLF5 inhibitor	TRPC4 block	SKKanGAS inh	MrgX1 antagonist	TRPC6 act	TRPC4 act
28	CCc1c(C2(O)CCCCC2)[nH]c2ccc(C(=O)OC)cc12	x	i	-41	0.5	i	x	x	3	i	i	i
29	CC(C)N(CCC#N)C(=O)Nc1ccc2c(c1)CCO2	-3	i	9	1.0	i	-27	i	-7	i	i	i
30	Cc1nn(Cc2ccccc2Cl)c(C)c1NC(=O)c1cc(-c2ccc(F)cc2)on1	-3	i	2	0.1	i	-11	i	-4	i	i	i
31	CCC(=O)NCCC(c1ccco1)c1ccccc1OC (stereo not drawn)	0	i	-49	-0.3	i	-15	i	1	i	i	i
32	Cc1ccccc1NC1=C/C(=N\S(=O)(=O)c2ccc(C(=O)O)cc2)c2ccccc2C1=O	16	i	-69	-14	i	-17	i	95*	i	i	i
33	O=C(NCCc1ccc(Cl)cc1)c1n[nH]c2ccccc12	-4	i	x	x	i	-32	i	0	i	i	i
34	O=C(NCc1nnc(SCC(=O)N2CCOCC2)o1)c1ccccc1F	2	i	-1	-0.3	i	-9	i	2	i	i	i
35	CCN(CC)Cc1c(O)ccc2c(=O)c(-c3ccccc3Cl)coc12	1	i	-6	-1.6	i	-31	i	-1	i	i	i
36	COc1ccc(OC)c(NC(=O)COC(=O)/C=C/c2ccccc2Cl)c1	-4	i	-8	1.5	i	-12	i	-2	i	i	i
37	OCCC1CN(Cc2cccn2-c2cccnc2)CCN1C1CCCCC1 (stereo not drawn)	0	i	-9	0.2	i	2	i	-6	i	i	i
38	Cc1ccc2[nH]c(=O)c(CN(CCN3CCOCC3)C(=O)Nc3ccc(F)cc3)cc2c1	0	i	-6	0.2	i	-9	x	6	-5.2*	i	i
39	COc1ccc(OCC(=O)N2CCN(c3nnc(-c4ccc(C)cc4)c4ccccc34)CC2)cc1	2	i	22	-0.2	i	16	i	48	i	i	i
40	COc1ccccc1NS(=O)(=O)c1cccc(NC(=O)c2sc3ccccc3c2Cl)c1	-1	i	16	0.2	i	-1	i	18	i	i	i
41	COC(=O)C(Cc1ccc(O)cc1)NC(=O)CCc1ccco1 (stereo not drawn)	-7	i	0	0.9	i	-14	i	0	i	i	i
42	CC(C)(C)c1cc(C(=O)Nc2cccc3ccccc23)ccn1	-4	i	-6	0.9	i	-3	i	-2	i	i	i
43	C(=N\NC(=Nc1ccccc1)c1ccccn1)/c1ccccn1	-2	i	-2	0.4	i	-48	i	1	i	i	i
44	Cc1nc(C#N)c(NCc2ccc3c(c2)OCO3)o1	2	i	-21	0.4	i	-13	i	-9	i	i	i
45	COc1cccc(C(=O)CSc2nnnn2C2CCCCC2)c1	-2	i	-74	4.3	i	-56	i	0	i	i	i
46	CNC(=S)N(Cc1cc2ccc(OC)cc2[nH]c1=O)CC1CCCO1 (stereo not drawn)	-2	i	9	0.0	i	-31	i	-11	i	i	i
47	CC12C=CC3(O1)C(C(=O)N(c1cccnc1)C3C(=O)NC1CCCCC1)C2C(=O)Nc1ccccc1 (stereo not drawn)	-6	i	-19	-0.1	i	15	i	-6	i	i	i
48	Cc1ccc(-n2ncc3c(=O)n(CC(=O)N(C)C)cnc32)cc1C	0	i	-42	0.4	i	-6	i	10	i	i	i
49	C/C(=N\NC(=O)CNC(=O)C(c1ccccc1)c1ccccc1)c1ccccc1	2	i	-17	-1.0	i	-1	i	3	i	i	i
50	O=S(=O)(Nc1cccc(F)c1)c1cccc2nsnc12	-4	i	4	-0.5	i	-46	i	2	i	i	i
51	CC1(C)Cc2c(C#N)c(SCc3nc4ccccc4[nH]3)nc(N3CCOCC3)c2CO1	-1	i	25	-0.3	i	-27	i	10	i	i	i
52	CCc1nn(CC(=O)NCCCN(C)Cc2ccccc2)c(=O)c2cc3sc(C)cc3n12	3	i	24	x	i	-7	i	-7	i	i	i
53	O=C(COC(=O)c1cc(=O)[nH]c2ccccc12)Nc1nccs1	6	i	0	-0.3	i	-46	i	5	i	i	i
54	O=S(=O)(c1ccc(OCC(O)CN2CCN(c3ccccc3O)CC2)cc1)N1CCOCC1 (stereo not drawn)	0	i	-15	0.3	i	-46	i	-2	i	i	i
55	Cc1cc(C2=NNC(=NCc3ccccc3)SC2)c(C)n1-c1c(C)n(C)n(-c2ccccc2)c1=O	-7	i	3	0.3	i	-2	i	8	x	i	i
56	CC(C)c1ccc(OCC(=O)NNC(=S)NC(=O)c2cccs2)c(Br)c1	-6	i	-14	0.7	i	-35	i	78*	i	i	i
57	COc1ccc(N=c2cc(-c3ccc(OC)cc3)oc3ccccc23)cc1	1	-5.5*	-32	3.4	i	-79	i	6	i	i	i
58	CC1CCCN(c2sc(S(C)(=O)=O)nc2S(=O)(=O)c2ccc(Cl)cc2)C1 (stereo not drawn)	0	i	-28	-0.1	i	-28	i	-5	i	i	i
59	CCOc1ccccc1NC(=S)Nc1ccccc1F	-2	i	-8	0.4	i	-12	i	-6	i	i	i
60	COc1ccc(C2=Nn3c(nnc3-c3ccco3)SC2)cc1OC	7	i	79*	-0.6	i	-39	i	4	i	i	i
61	Cc1cc(C)n2nc(S(=O)(=O)NC3CCCCC3)nc2n1	-4	i	14	0.0	i	-6	i	-3	i	i	i
62	c1ccc(Cn2c(SCc3cn4cccnc4n3)nnc2-c2ccco2)cc1	-4	i	19	-0.1	i	-21	i	0	i	i	i
63	CC1(C)CC(N2CCN(c3ccccc3)CC2)=CC(=[N+]2CCCC2)C1	14	i	-3	0.2	i	-4	i	6	i	i	i
